# Screens as filed in PubChem.
# S3 lipid droplet = qHTS Assay for Lipid Storage Modulators in Drosophila S3 Cells | Drosophila S3 cells, BODIPY lipid droplet fluorescence, 18-24 h; cells fed with added oleic acid | lipid storage change, negative = inhibition, % at the top dose, mostly 46.1 µM; hits show Potency in µM | 320,000 tested, 0.64% active | AID 2685; active means well fitted inhibition curve with a large enough effect in the signal ratio, with a control signal flat, not every such curve was filed as active; inconclusive means small, poorly fitted or top-dose-only effect, or effect the other way, or a change in a side signal; the % refers to the signal ratio
#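 Laser-scanning cytometry quantifies lipid droplet accumulation (500–530 nm total intensity; droplet/cell object ratio) in oleic acid-fed (400 uM added) Drosophila S3 cells treated with a concentration series. 20 uM Triacsin C defined 100% inhibition.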
# S3 lipid droplet cell count max = second read-out of S3 lipid droplet, no call of its own (marks repeat the call); cell number change, %; measured here: cell count max response;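 cells counted by Cell Tracker Red CMTPX staining in the red channel; peak over a dose series mostly up to 46.1 µM; percent activity relative to internal control wells on each plate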
# Active calls of the source: *; i = inactive; ? = inconclusive; nt = not tested or not shown; [ ] = another dose, or the depositor's remark. On the % scale 0 is the no-effect control and ±100 the full control effect; potency means the concentration at half of the fitted maximal effect. The list is partial, so the mix of outcomes need not match the whole.
SMILES,S3 lipid droplet,S3 lipid droplet cell count max
CCOc1cccc2cc(C(=O)NCc3cccnc3)c(=O)oc12,i,-7
COc1ccc(Cl)cc1NC(=O)CSC1=NN2CCCC(=O)N=C2S1,i,-12
CC1CN(c2ccc(Oc3ccccc3)cc2)c2nc3c(c(=O)n(CC(N)=O)c(=O)n3C)n2C1 (stereo not given),13%,7
Cc1ccc(C2CC(c3ccc(Cl)cc3)n3nc(N)nc3N2)cc1 (stereo not given),12%,3
Cc1cc(C)cc(N2C(=O)CSC2c2ccccn2)c1 (stereo not given),7%,4
CCn1ccnc1CNCc1cn(-c2cc(C)ccc2C)nc1-c1ccccc1,?,nt
CCC1Sc2ccccc2N(CC(=O)NC2CCCCC2)C1=O (stereo not given),-1%,18
CC1=C(C#N)C(C)C2=C(CC(C)(C)CC2=O)N1 (stereo not given),i,20
CC1CCCN(S(=O)(=O)c2cccc(C(=O)NCc3ccco3)c2)C1 (stereo not given),14%,-5
COc1ccc(Cn2nnnc2C(c2cccs2)N2CCN(c3ccc([N+](=O)[O-])cc3)CC2)cc1 (stereo not given),?,nt
Cc1ccc(S(=O)(=O)c2c(N)n(CCCO)c3nc4ccccc4nc23)cc1,?,nt
COc1cc(NC(=O)CN2C(=O)COc3ccc(S(=O)(=O)N4CCCCC4)cc32)cc(OC)c1,?,nt
COc1cn(-c2ccccc2)nc1C(=O)Nc1ccc(C)cc1Cl,?,nt
Cc1ccc(C(=O)CCC(=O)N2CCN(c3ccccc3O)CC2)cc1,i,20
O=C(NCc1ccc2c(c1)OCO2)c1ccc(N2CCCC2=O)cc1,?,nt
COC(=O)c1c[nH]n2c(=O)c(Cc3ccc(F)cc3Cl)c(C)nc12,?,nt
COc1ccc(CCC(=O)OCc2csc(CC(=O)Nc3ccccc3C)n2)cc1,?,nt
COc1ccccc1NS(=O)(=O)c1cc([N+](=O)[O-])ccc1N/N=C/c1c[nH]c2ccccc12,i,-4
CC(=O)c1cccc(S(=O)(=O)N2CCC(C(=O)O)CC2)c1,9%,8
O=C(CC1CC2CCC1C2)N1CCN(S(=O)(=O)c2ccccc2[N+](=O)[O-])CC1 (stereo not given),-22%,-3
O=C(NC1=NCCS1)c1ccccc1OCc1ccccc1Cl,0%,-10
O=C1COc2ccc(C(=O)CSc3nnnn3-c3ccccc3)cc2N1,?,nt
CN(CC(=O)Nc1ccc(Cl)c(C(F)(F)F)c1)C(=O)C1CC(=O)N(C2CCCC2)C1 (stereo not given),?,nt
COc1ccc(N2CCN(CC(=O)c3c(C)n(C)c4ccc(OC)cc34)CC2)cc1,?,nt
Cc1ccc(CNc2ccc(N3C(=O)CC(C)C3=O)cc2[N+](=O)[O-])cc1 (stereo not given),?,nt
O=C(CN1C(=O)NC2(CCCC2)C1=O)OCCOc1ccccc1Cl,?,nt
COCC(=O)n1nc(-c2ccccc2)nc1NCc1ccccc1,15%,9
O=C(NC1=NCCS1)c1ccc(-c2ccc(Cl)cc2)o1,?,nt
C=CCn1c(SCC(=O)c2ccc(Br)cc2)nnc1C(CC(C)C)NC(=O)c1cccs1 (stereo not given),?,nt
CCc1ccc2c(c1)c1nc(C)sc1n2CC(=O)OC,?,nt
Cc1ccc(OCc2cnc(Cl)s2)c(C)c1,-15%,-15
COc1cc(CCC(O)CC(=O)CCc2ccccc2)ccc1O (stereo not given),7%,15
C=CCN1C=C2C(=O)C(C)(OC(=O)CCC(=O)OC)C(=O)C=C2C=C1C1CC1 (stereo not given),13%,13
COc1ccccc1NS(=O)(=O)c1cc(NC(=O)C(C)NC(N)=O)ccc1N1CCCC1 (stereo not given),?,nt
CCc1cccc(OCC(=O)Nc2ccc(C(=O)O)cc2NC(=O)COc2cccc(CC)c2)c1,-27%,-21
COc1ccc(NC(=O)Cn2cc(S(=O)(=O)Cc3ccccc3)c3ccccc32)c(OC)c1,16%,-1

# An excerpt of these results, with two lines to a compound.
# Under each structure: S3 lipid droplet | S3 lipid droplet cell count max
> Cc1ccc(C2CC(c3ccc(Cl)cc3)n3nc(N)nc3N2)cc1 (stereo not given)
→ 12% | 3
> O=C(CC1CC2CCC1C2)N1CCN(S(=O)(=O)c2ccccc2[N+](=O)[O-])CC1 (stereo not given)
→ -22% | -3
> COCC(=O)n1nc(-c2ccccc2)nc1NCc1ccccc1
→ 15% | 9
> COc1cc(CCC(O)CC(=O)CCc2ccccc2)ccc1O (stereo not given)
→ 7% | 15

# Additional structures follow:
SMILES,S3 lipid droplet,S3 lipid droplet cell count max
C#CCNC(=O)C1=C[C@@H](c2cn(C(C)=O)c3ccccc23)C[C@@H](OCCCCO)O1,?,nt
CCCc1nnc(SCC(=O)NC2CC2)n1C,?,nt
Cc1ccccc1OCC(=O)NNC(=O)C1CC(=O)N(c2ccc3c(c2)OCCO3)C1 (stereo not given),-1%,1
CC(C)(C)c1ccc(NC(=O)Nc2ccc(OCC(=O)N3CCOCC3)cc2)cc1,1%,0
c1ccc(-c2csc(-c3cccnc3)n2)cc1,19%,2
O=S(=O)(Cc1ccc(Cl)cc1)Nc1ccc(Cl)cn1,19%,-4
COc1cc(NS(=O)(=O)c2ccc(NC(=O)COc3ccc(C)cc3C)cc2)nc(OC)n1,?,nt
CC(C)C1C(=O)CC(c2ccccc2)NC1c1ccccc1 (stereo not given),?,nt
COc1ccc(C(=O)NCCn2cc(SCC(=O)NCC3CCCO3)c3ccccc32)cc1OC (stereo not given),?,nt
CCC(=O)Nc1c(-c2ccc(C)cc2)nc2ccc(C)cn12,11%,6
Cc1scc(C(=O)NNC(=O)CCC(=O)O)c1C,?,nt
O=C(O)COc1ccc(C(=O)Cc2ccc3c(c2)OCCCO3)c(O)c1,?,nt

# Full records from above.
# Entry for `CCOc1cccc2cc(C(=O)NCc3cccnc3)c(=O)oc12` : S3 lipid droplet = i; S3 lipid droplet cell count max = -7
# Entry for `Cc1ccc(S(=O)(=O)c2c(N)n(CCCO)c3nc4ccccc4nc23)cc1` : S3 lipid droplet = ?; S3 lipid droplet cell count max = nt

# (listing goes on)
SMILES,S3 lipid droplet,S3 lipid droplet cell count max
CCn1c(Cc2ccccc2)n[nH]c1=S,13%,nt
CCOc1ccc2c(c1)-c1c(ssc1=S)C(C)(C)N2,?,nt
O=C(c1cccnc1)N1CCN(S(=O)(=O)c2ccc(Cl)cc2)CC1,-1%,-5
Cc1nc2sc(C(c3cccc(F)c3)N3CCOCC3)c(O)n2n1 (stereo not given),?,nt
NC(=O)c1ccsc1NC(=O)COC(=O)/C=C/c1ccccc1,?,nt
CCOC(=O)c1[nH]c2ccccc2c1NC(=O)C(CC)CC,-24%[9.22 µM],-26
COc1ccc(/C=C/C(=O)OCC(=O)c2c(C)[nH]c3ccccc23)cc1OC,23%,29
COc1ccc(C2=NO[C@@H]3[C@@H]4C[C@@H]([C@H]5C(=O)N(c6ccc7c(c6)OCO7)C(=O)[C@@H]45)[C@H]23)cc1OC,?,nt
C/C(=N\Nc1ccc(S(N)(=O)=O)cc1[N+](=O)[O-])c1cccnc1,?,nt
O=C(NCCCN1CCCC1=O)c1ccc(S(=O)(=O)Nc2ccccc2F)cc1,?,nt
Cc1ccccc1Cn1c(=N)n(CC(=O)c2ccco2)c2ccccc21,8%,-7
CC[C@@H](C)[C@H](CNC)NC[C@@H](Cc1cccc2ccccc12)NCCc1cccc(C(F)(F)F)c1,?,nt
O=C(/C=C/Nc1ccc(F)c(F)c1)c1ccc(Br)cc1,14%,14
Cn1c(=O)n(Cc2ccco2)c(=N)c2c3c(sc21)CCC3,?,nt
COc1cccc(/C=C/C(=O)OCC(=O)Nc2cccc(S(=O)(=O)N3CCCCC3)c2)c1OC,?,nt
Cc1ccc(C2(C)NC(=O)N(CC(=O)Nc3ccc(-c4nc5ccc(C)cc5s4)cc3)C2=O)cc1 (stereo not given),?,nt
COc1ccc(NC(=O)CN2C(=O)CSc3ccc(S(=O)(=O)N4CCC(C)CC4)cc32)cc1,i,-5
COc1ccc(OCC(=O)Nc2ccccc2Cl)cc1,0%,-6
Cc1cc(NC(=O)c2ccc(NC(=O)CC(C)C)cc2)no1,?,nt
O=C(CN1CCN(c2ccccn2)CC1)N1CCc2ccccc21,-16%,-1
Cc1ccnc(NS(=O)(=O)c2ccc(NC(=O)Cc3ccc(Cl)cc3)cc2)n1,i,nt
Cc1ccc2[nH]c(CCN(C)C)c(CN3CCOCC3)c2c1,-27%,0
CC1CCC(NC(=O)c2ccc(/C=C3\Oc4ccccc4N(C)C3=O)cc2)CC1 (stereo not given),-14%,-19
COc1ccccc1CC(=O)Nc1cc(Cl)ccc1O,i,nt
CN(C)S(=O)(=O)c1ccc(C(=O)Nc2nnc(SCC(=O)NCC3CCCO3)s2)cc1 (stereo not given),?,nt
CCOC(=O)c1c(-c2ccc(OC)cc2)csc1/N=C/C1C(=O)CCCC1=O,?,nt
O=C(CSc1nnc(CNc2cccc(Cl)c2)o1)OC1CCCCC1,-19%,-28
CCOC(=O)C1CCN(c2c(N3CCN(c4ccccc4OC)CC3)c(=O)c2=O)CC1,16%,7
O=C1Nc2ccc([N+](=O)[O-])cc2C1(O)N1CCCCC1 (stereo not given),-5%,1
Cc1ccc(N(C)C(=O)CN(C)S(=O)(=O)c2ccc3c(c2)n(C)c(=O)c(=O)n3C)cc1,-5%,13
CCOC(=O)C(C)Sc1nnc(-c2ccccc2O)n1-c1ccc(C)cc1 (stereo not given),?,nt
O=C(COC(=O)c1ccc(F)c(S(=O)(=O)N2CCOCC2)c1)c1ccc(Br)cc1,?,nt
CCCOc1ccc(-c2c(C(=O)N/N=C(\C)c3cccs3)nnn2-c2nonc2N)cc1,?,nt
CC1CCN(CC(=O)Nc2ccccc2C#N)CC1,?,nt
CCc1nc2ccccc2c(=O)n1NC(=O)c1c(O)c2ccccc2n(CC)c1=O,9%,10
C=CCNC(=S)N1CCN(C2CCCCC2)CC1,-14%,-13
CCN(CC)C(=O)c1ccc(/C=C/c2c[nH]c3ccccc23)[n+](C)c1,?,nt
Cc1cc(NCc2ccco2)nc2cc(O)ccc12,2%,nt
Cc1ccc(N(C(=O)c2csnn2)C(C(=O)NC2CCCCC2)c2ccccn2)cc1 (stereo not given),?,nt
O=C(O)c1ccc(-n2c(/C=C/c3ccccc3)nc3ccccc3c2=O)cc1,9%,4
COc1ccc(C(=O)N/C(=C\c2ccccc2)C(=O)NCc2cccnc2)cc1,i,-19
COC(=O)c1[nH]c2ccccc2c1NS(=O)(=O)c1ccc(OC)cc1OC,?,nt
CCOC(=O)C(=O)Nc1ncc(Cl)s1,-8%,7
CCN(CC(=O)N1CCCCCC1)S(=O)(=O)c1ccc(C)cc1,19%,-5
CCCCCCCN(C(=O)CCl)c1ccccc1C,?,nt
CCN1CCN(CC(=O)Nc2ccc(N(C)C)cc2)CC1,i,15
COc1ccccc1[C@]1(C)ON(c2ccccc2C(F)(F)F)C1=O,?,nt
CCOC(=O)N1CCC(N2Cc3cccc(C(=O)Nc4cccc(F)c4)c3C2=O)CC1,-5%,18
COc1ccc(CC(=O)N/N=C/c2cccn2-c2ccc([N+](=O)[O-])cc2)cc1OC,-5%,-5
CN(C)CCCN(Cc1cc2cc3c(cc2[nH]c1=O)OCCO3)C(=O)NC1CCCCC1,-6%,0
CCc1ccc(-n2cccc2/C=C2/C(=N)N3C(=NC2=O)SN=C3S(C)(=O)=O)cc1,?,nt
COc1ccc(N2CCN(C(=O)CCNC(=O)c3ccccc3)CC2)cc1,-9%,11
COC(=O)CCC(=O)Nc1cc(S(=O)(=O)Nc2ccc(Cl)cc2)ccc1N1CCOCC1,-14%,3
CCN1C(=NCCc2cccnc2)N[C@@H](c2ccccc2)C(C(=O)OC)=C1C,?,1
Nc1c(C(=O)NCc2ccco2)sc2nc(N3CCOCC3)c3c(c12)CCCC3,-71%,nt
O=C(Nc1nnc(CCOCCOCCc2nnc(NC(=O)c3ccco3)s2)s1)c1ccco1,?,nt
CCOC(=O)C(=CNc1ccc(Oc2cccnc2)nc1)C(=O)OCC,10%,8
Cc1cccc(Nc2ccccc2C(=O)O)c1C,17%,-6
COc1cc(/C=N/NS(=O)(=O)c2ccc3ccccc3c2)ccc1OCCN1CCOCC1,?,nt
CC(OC(=O)c1nsc(Cl)c1Cl)C(=O)NC1CCCCC1 (stereo not given),?,nt
# Next part.
SMILES,S3 lipid droplet,S3 lipid droplet cell count max
CCOc1cc(N2CCOCC2)c(OCC)cc1NC(=O)C1CC(=O)N(c2ccccc2OCC)C1 (stereo not given),?,nt
O=c1nc(N2CCCCCC2)nc(N2CCCCCC2)[nH]1,15%,-18
CCC1(C)COC(C)(CC(=O)NNC(=O)Nc2ccccc2)OC1 (stereo not given),-1%,12
O=C(CCCC(=O)Nc1cccc(Br)c1)N/N=C/c1cc([N+](=O)[O-])ccc1O,?,nt
COCCN1CC(C(=O)N2CCC(Oc3ccccc3OC)CC2)CCC1=O (stereo not given),13%,10
Cc1cc(NC(=O)CCC(=O)N(Cc2ccco2)C(C(=O)NC2CCCC2)c2ccccc2F)no1 (stereo not given),i,-16

# In the list so far, these contain a cyano group:
SMILES,S3 lipid droplet,S3 lipid droplet cell count max
CC1=C(C#N)C(C)C2=C(CC(C)(C)CC2=O)N1 (stereo not given),i,20
CC1CCN(CC(=O)Nc2ccccc2C#N)CC1,?,nt

# 3 entries out of the list above, arranged by the number in S3 lipid droplet, high to low:
SMILES,S3 lipid droplet,S3 lipid droplet cell count max
O=c1nc(N2CCCCCC2)nc(N2CCCCCC2)[nH]1,15%,-18
COCCN1CC(C(=O)N2CCC(Oc3ccccc3OC)CC2)CCC1=O (stereo not given),13%,10
CCC1(C)COC(C)(CC(=O)NNC(=O)Nc2ccccc2)OC1 (stereo not given),-1%,12
